High-throughput results (PubChem BioAssay)
TcdB GH inh: blocks C. difficile toxin B glycohydrolase activity; 350,000 compounds, 0.24% hits; inhibition, % at 9.99 µM; TcdB glycohydrolase enzymatic assay, plate reader; AID 652162; in the data active = inhibition above about 10%
Target sequence (P18177 whole entry, looked up): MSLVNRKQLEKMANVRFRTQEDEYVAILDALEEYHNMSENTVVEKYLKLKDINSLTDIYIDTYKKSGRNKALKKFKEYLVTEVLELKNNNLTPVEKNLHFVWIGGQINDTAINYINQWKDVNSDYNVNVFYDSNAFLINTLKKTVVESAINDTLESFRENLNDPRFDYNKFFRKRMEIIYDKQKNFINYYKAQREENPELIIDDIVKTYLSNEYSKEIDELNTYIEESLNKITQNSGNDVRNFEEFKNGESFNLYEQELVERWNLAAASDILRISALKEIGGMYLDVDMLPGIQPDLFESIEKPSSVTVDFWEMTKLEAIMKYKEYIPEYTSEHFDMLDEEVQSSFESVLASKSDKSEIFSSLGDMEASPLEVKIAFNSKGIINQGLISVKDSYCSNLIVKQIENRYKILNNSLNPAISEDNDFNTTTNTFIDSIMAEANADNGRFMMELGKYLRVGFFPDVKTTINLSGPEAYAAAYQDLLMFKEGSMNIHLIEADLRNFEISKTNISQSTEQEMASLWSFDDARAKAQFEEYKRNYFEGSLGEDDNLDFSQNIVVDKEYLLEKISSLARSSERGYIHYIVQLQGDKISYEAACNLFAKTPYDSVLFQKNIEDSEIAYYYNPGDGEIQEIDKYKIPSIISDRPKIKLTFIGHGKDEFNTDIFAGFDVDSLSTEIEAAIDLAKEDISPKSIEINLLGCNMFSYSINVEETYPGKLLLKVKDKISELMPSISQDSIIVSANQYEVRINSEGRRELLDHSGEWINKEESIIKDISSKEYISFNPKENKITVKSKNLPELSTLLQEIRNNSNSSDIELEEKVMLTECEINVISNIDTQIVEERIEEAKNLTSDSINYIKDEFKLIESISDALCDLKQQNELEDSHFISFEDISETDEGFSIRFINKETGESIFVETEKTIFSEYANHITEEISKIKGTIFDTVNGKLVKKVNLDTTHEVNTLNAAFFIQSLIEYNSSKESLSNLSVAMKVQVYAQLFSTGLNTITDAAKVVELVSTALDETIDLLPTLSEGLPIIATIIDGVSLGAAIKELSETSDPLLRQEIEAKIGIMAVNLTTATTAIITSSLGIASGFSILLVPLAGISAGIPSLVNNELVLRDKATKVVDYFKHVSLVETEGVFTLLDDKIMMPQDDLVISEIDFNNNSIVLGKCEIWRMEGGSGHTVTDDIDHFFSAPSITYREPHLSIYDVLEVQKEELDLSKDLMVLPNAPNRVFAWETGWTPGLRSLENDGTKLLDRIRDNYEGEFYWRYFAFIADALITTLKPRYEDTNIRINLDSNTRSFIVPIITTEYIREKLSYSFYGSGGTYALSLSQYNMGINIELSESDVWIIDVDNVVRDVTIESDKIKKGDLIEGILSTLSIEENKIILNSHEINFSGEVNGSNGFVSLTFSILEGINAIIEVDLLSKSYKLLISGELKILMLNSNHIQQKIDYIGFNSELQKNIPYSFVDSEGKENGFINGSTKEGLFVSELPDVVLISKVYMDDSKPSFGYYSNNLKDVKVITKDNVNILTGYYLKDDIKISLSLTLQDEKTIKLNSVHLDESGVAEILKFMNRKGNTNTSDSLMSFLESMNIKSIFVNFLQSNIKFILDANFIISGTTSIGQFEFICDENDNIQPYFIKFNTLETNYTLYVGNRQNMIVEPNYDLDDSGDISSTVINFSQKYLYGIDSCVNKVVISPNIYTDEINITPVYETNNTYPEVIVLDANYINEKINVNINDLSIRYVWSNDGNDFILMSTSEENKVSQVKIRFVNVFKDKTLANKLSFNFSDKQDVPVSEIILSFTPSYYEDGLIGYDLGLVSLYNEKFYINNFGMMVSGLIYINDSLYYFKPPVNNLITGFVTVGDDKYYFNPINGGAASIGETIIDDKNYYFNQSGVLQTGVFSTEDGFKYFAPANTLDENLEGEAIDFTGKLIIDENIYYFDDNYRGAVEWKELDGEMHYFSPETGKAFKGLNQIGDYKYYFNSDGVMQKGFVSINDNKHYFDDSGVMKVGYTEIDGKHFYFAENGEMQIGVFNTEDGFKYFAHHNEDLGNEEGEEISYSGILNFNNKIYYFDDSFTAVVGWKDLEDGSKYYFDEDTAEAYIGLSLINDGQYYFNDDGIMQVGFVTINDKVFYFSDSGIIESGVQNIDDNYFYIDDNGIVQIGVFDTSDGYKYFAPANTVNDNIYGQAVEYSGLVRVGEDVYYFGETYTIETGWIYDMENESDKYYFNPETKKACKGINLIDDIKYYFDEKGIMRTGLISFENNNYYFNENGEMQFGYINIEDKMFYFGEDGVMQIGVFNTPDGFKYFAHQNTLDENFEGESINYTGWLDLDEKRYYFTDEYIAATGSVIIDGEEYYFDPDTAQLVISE
Yp Topo-I inh: Y. pestis Topo-I inhibition via cleavage products | AID 504884 | activity, % at 10 µM | Y. pestis Topo-I cleavage product accumulation, plate reader | 360,000 compounds, 0.064% hits; in the data active = activity above about 50%, passing the limit was not always enough; also: inactives centre near 2
PrPC TRFRET: cell surface PrPC inhibition, primary TR-FRET screen; TR-FRET read-out; P04156; 370,000 compounds, 0.43% hits; inhibition, % at 13.8 µM; in the data active = inhibition above about 24%; also: 0% = median of the test wells and 100% = reference compound wells
PfHsp40 rescue: rescue of PfHsp40-mediated yeast toxicity; 340,000 compounds, 0.68% hits; S. cerevisiae expressing PfHsp40, growth rescue, ATP luminescence; growth rescue, % at 12.5 µM; in the data active = growth rescue above about 28%, passing the limit was not always enough;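 also: yeast W303a lacking pdr1 and pdr3 grown in galactose medium; growth measured after three days at 30 °C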
SARS 3CLpro inh: SARS-CoV 3CLpro protease inhibition; P0C6X7; recombinant SARS-CoV 3CLpro, quenched FRET peptide cleavage; inhibition, % at 6 µM; 290,000 compounds, 0.14% hits; AID 1706; in the data active = inhibition above about 12%
Anthrax LF prot: inhibitors of Bacillus anthracis lethal factor protease | P15917 | multiplex microsphere protease cleavage assay, LF | inhibition, % at 10 µM | 360,000 compounds, 0.12% hits; also: plate controls were buffer without enzyme for full effect and enzyme alone for no effect
BH1578 lux ind: inducers of Vibrio cholerae quorum light production without autoinducers; V. cholerae BH1578 lux reporter, luminescence, 6 h; activation, % at 18.7 µM; 350,000 compounds, 0.16% hits; AID 588436; in the data active = activation mostly above about 9.7%, no sharp cut-off; also: not every result past the cut was called active; inactives centre near 0; reference of the scale not given here
PriA SSB inh: blocks PriA binding to SSB C-terminal tail; AlphaScreen SSBct-PriA binding, biotinylated peptide; inhibition, % at 33 µM; 430,000 compounds, 0.6% hits; AID 1272365; in the data active = inhibition mostly above about 37%, no sharp cut-off; inactive = mostly below about 20%;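 also: plate controls were negative control peptide for no effect and reference peptide for full effect; strong numbers were not always called active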
BoNT-A LC inh2: BoNT A light chain protease inhibition; multiplex microsphere protease substrate cleavage, flow cytometry; inhibition, % at 10 µM; 360,000 compounds, 0.17% hits; AID 588499; also: plate controls were buffer without enzyme for full effect and enzyme alone for no effect
The depositor's hits bear a star; i = inactive; / = not tested or not shown; & = joins results of further samples. Rule as the data show it, unless noted: active = inhibition above about 30%; inconclusive = no clear call, values can overlap the other calls; inactive = below that.

Value order: TcdB GH inh | Yp Topo-I inh | PrPC TRFRET | PfHsp40 rescue | SARS 3CLpro inh | Anthrax LF prot | BH1578 lux ind | PriA SSB inh | BoNT-A LC inh2
> CCN(CC)C(=O)C1CCCN(c2ccc([N+](=O)[O-])cc2/C=N/NC(=O)c2cccc(Br)c2)C1 (stereo unspecified)
 : / | 20 | 1 | -0.4 | 6 | -1 | -2.1 | / | 2.2
> CN1CCN(CC(=O)N2N=C(c3cccs3)CC2c2ccco2)CC1 (stereo unspecified)
 : 0.2 | -4 | -8 | -1.0 | -2 | -2 | -0.6 | -1 | -0.9
> Cc1ccc(SCCNS(=O)(=O)c2ccc3c(c2)OCCO3)cc1
 : / | -1 | -2 | 4.5 | -2 | -2 | i | -8 | 0.3
> O=C(NC(=S)Nc1ccccn1)c1cccc([N+](=O)[O-])c1
 : 1.1 | -10 | 8 | -0.1 | 1 | / | -1.9 | -5 | /
> O=C(CSc1nc2ccc(Cl)cc2o1)NCc1ccc2c(c1)OCO2
 : / | 1 | 11 | 1.6 | -2 | 0 | -0.5 | -7 | -0.2
> Cc1ccc(NC(=O)CSc2nc(NS(=O)(=O)c3ccccc3)cc(=O)[nH]2)cc1
 : / | 9 | / | 0.6 | 3 | 3 | -0.3 | 3 | 1.5
> COCCN1CCN(C(=O)C2CCC(=O)N(CCc3cccc(F)c3)C2)CC1 (stereo unspecified)
 : 0.6 | 4 | -4 | -1.0 | -5 | 4 | -0.1 | 4 | -0.6
> COc1ccc(/C=C/C(=O)Nc2ccc(C34CC5CC(CC(O)(C5)C3)C4)cc2)cc1OC
 : 0.2 | 5 | -5 | 0.9 | -5 | -4 | 1.0 | 1 | -0.1
> C[C@H](C(=O)CC(=O)OC(C)(C)C)[C@H](O)c1ccccc1
 : 0.6 | -12 | 4 | 0.4 | -1 | 1 | i | 4 | -0.4
> O=C(NC(=S)NNC(=O)c1ccco1)c1ccc(Br)cc1
 : -0.5 | -6 | -6 | 23 | 2 | / | -0.2 | -6 | /
> Cc1cccc(Nc2c([N+](=O)[O-])ccc3nonc23)c1
 : -2.6 | -2 | 6 | 3.2 | -3 | 0 | -0.5 | -3 | -9.4
> NC(=O)CC(NC(=O)Cc1ccc(Cl)cc1)c1ccc(NCCc2ccccc2F)c([N+](=O)[O-])c1 (stereo unspecified)
 : 1.4 | 2 | -7 | -0.8 | / | -1 | 0.8 | -8 | -0.7
> COc1ccc(OC)c(NC(=S)NCCN2CCOCC2)c1
 : 1.4 | -5 | -2 | -1.1 | -5 | 0 | -3.0 | 10&-1 | -0.8
> Oc1cc(NCCN2CCOCC2)cc2cccnc12
 : -3.4 | 13 | -42 | 3.0 | / | -5 | -0.4 | -1 | -0.5
> CCS(=O)(=O)N1Cc2ccccc2CC1C(=O)Nc1ccc(C)cc1 (stereo unspecified)
 : / | 1 | -6 | -0.1 | 3 | 0 | i | -6 | 0.8

Copied from the list:
O=C(NC(=S)NNC(=O)c1ccco1)c1ccc(Br)cc1 – SARS 3CLpro inh = 2
O=C(NC(=S)Nc1ccccn1)c1cccc([N+](=O)[O-])c1 – TcdB GH inh = 1.1
C[C@H](C(=O)CC(=O)OC(C)(C)C)[C@H](O)c1ccccc1 – PrPC TRFRET = 4
Cc1ccc(SCCNS(=O)(=O)c2ccc3c(c2)OCCO3)cc1 – PrPC TRFRET = -2
CCS(=O)(=O)N1Cc2ccccc2CC1C(=O)Nc1ccc(C)cc1 (stereo unspecified) – Anthrax LF prot = 0

Going on with the list:
Value order: TcdB GH inh | Yp Topo-I inh | PrPC TRFRET | PfHsp40 rescue | SARS 3CLpro inh | Anthrax LF prot | BH1578 lux ind | PriA SSB inh | BoNT-A LC inh2
> CC1CCN(C(=O)Cn2nnc(-c3ccc([N+](=O)[O-])cc3)n2)CC1
 : 0.5 | 4 | -37 | 0.8 | 2 | -8 | -0.5 | -8 | 1.9
> CC(C)COc1ccc(C(=O)Nc2ccc(N3CCOCC3)cc2N2CCOCC2)cc1
 : -2.3 | 7 | 1 | 0.0 | 1 | -6 | -1.0 | 13 | -1.4
> CCCOc1ccc(/C=N/Nc2cc(N3CCOCC3)ncn2)c(O)c1
 : 0.2 | 9 | -4 | 3.2 | 2 | -21 | i | / | -5.5
> O=C(c1ccc(COc2c(F)c(F)c(F)c(F)c2F)o1)N1CCOCC1
 : / | -3 | 1 | -0.1 | -4 | -4 | / | -26 | -0.4
> Cc1ccccc1C1(O)c2ccccc2-c2ccccc21
 : 2.5 | -5 | 12 | / | / | 5 | i | / | 0.3
> O=c1ccn(C2CCCO2)c(=O)[nH]1 (stereo unspecified)
 : -0.7 | 8 | 6 | -1.0 | / | 7 | i | -8 | -0.7
> Cc1ccc(C(=O)N2CCN(C)CC2)cc1[N+](=O)[O-]
 : 0.5 | -5 | -7 | -0.5 | -2 | -12 | -0.4 | -6 | -1.4
> COc1ccc(NC(=O)CN(C)C(=O)C2=NN(c3ccccc3)C(=O)CC2)cc1
 : 0.0 | -7 | -1 | -0.6 | / | -9 | i | 1 | 0.6
> Nc1ccn([C@@H]2O[C@H](CNCc3ccc(C#CCCO)cc3)[C@@H](O)[C@H]2O)c(=O)n1
 : 0.1 | -7 | -2 | / | / | -4 | -0.6 | / | 0.3
> COc1cccc2sc(N(CCN(C)C)C(=O)c3ccc4c(c3)CCCC4)nc12
 : 0.8 | 7 | -1 | -0.1 | 0 | -1 | -0.8 | 11 | -2.5
> O=C(NC(=S)Nc1ccc(Br)cc1F)C1CCCCC1
 : 0.5 | 9 | -9 | 0.9 | / | -3 | -1.1 | 1 | -0.5
> Cc1ccc(S(=O)(=O)Nc2c(NC3CCCCC3)c3ccccc3oc2=O)cc1
 : -5.1 | 1 | 11 | 2.1 | -5 | 2 | -0.3 | -18 | 9.9
> Cc1cc(Br)c(NC(=O)Cn2c([N+](=O)[O-])cnc2C)cc1C
 : -1.1 | 6 | -6 | -0.6 | 0 | -2 | -1.4 | 0 | -2.1
> O=C(O)C1C2C=CC(C2)C1C(=O)NCc1ccc2c(c1)OCO2 (stereo unspecified)
 : -0.4 | 4 | -2 | 0.6 | 4 | -6 | i | 7 | -0.6
> Cc1ccc2nc(-c3cccnc3)c(NC3CCCCC3)n2c1
 : -0.2 | 2 | -4 | -1.2 | -3 | -3 | -0.3 | -5 | -1.5
> Cc1cccc(C)c1NC(=O)c1cccc2c1-c1ccccc1C2=O
 : 3.9 | 2 | -5 | -1.2 | -2 | 0 | -0.5 | -6 | 3.4
> O=C(CSc1n[nH]c(=O)[nH]c1=O)Nc1ccccc1C(=O)c1ccccc1
 : -2.1 | 1 | -4 | -0.5 | 0 | 0 | -0.1 | -6 | -0.5
> Cc1ccc(C(=O)NNC(=O)C2CCN(c3nc(C)cc(C)n3)CC2)cc1
 : 0.8 | 4 | -6 | -0.6 | 5 | 1 | -0.4 | 6 | -0.9
> Fc1cc(F)c(NC(=S)N2CCOCC2)c(F)c1
 : 0.2 | 12 | 2 | -0.1 | -1 | 8 | i | -3 | 1.5
> CCN(CC)C(=O)CC(c1ccccc1)c1ccco1 (stereo unspecified)
 : / | -9 | 4 | -2.0 | 8 | -5 | -0.1 | -2 | -0.9
> CCCCC(CC)CNC(=O)c1ccc2c(c1)OCO2 (stereo unspecified)
 : / | 27 | 4 | 2.6 | 1 | -1 | -11 | -15 | -0.2
> COc1cccc(/C(C)=N/Nc2ccc(S(=O)(=O)N3CCCCC3)cn2)c1
 : -0.9 | 14 | 2 | -0.9 | / | -1 | -0.3 | / | 2.8
> O=C(O)c1cccc(NC(=O)c2ccc3c(c2)C(=O)N(CC2CCCO2)C3=O)c1 (stereo unspecified)
 : / | 4 | -7 | 0.3 | -3 | -3 | -0.3 | -8 | -0.5
> C=CCn1cc(CN2CCC(C(=O)Nc3cccc(-c4cccc(F)c4)c3)CC2)c(C)n1
 : -0.2 | -13 | -28 | -2.4 | -3 | -2 | 0.6 | -4 | 2.1
> CCN(C(=O)COC(=O)c1ccco1)c1cccc2ccccc12
 : 1.3 | -1 | 2 | -0.5 | / | -6 | i | -6 | -0.3
> CC(=O)Nc1ccc(NC(=O)C2Cc3c(-c4ccc(Cl)cc4)ccnc3O2)cc1 (stereo unspecified)
 : -0.3 | 10 | -1 | / | / | 4 | -0.8 | / | -0.1
> O=C(COC(=O)C1=COCCO1)Nc1ccccc1
 : -0.8 | 6 | -4 | -0.9 | 2 | -6 | i | 4 | 0.4
> CCOCC(=O)Nc1nnc(C2CCCCC2)s1
 : / | 8 | -6 | -2.1 | -2 | -4 | -0.3 | -5 | -0.6
> COc1ccc2[nH]c(CN3CCN(C(C)C)C(CCO)C3)c(C)c2c1 (stereo unspecified)
 : -2.5 | -10 | -5 | -1.1 | 4 | 0 | -0.3 | 9 | -0.8
> CC1(C)CC2CC(C)(CN2c2ncnc3ccc(Br)cc23)C1 (stereo unspecified)
 : / | 29 | 24 | 0.9 | -4 | -2 | -0.3 | -17 | 0.0

A portion from further up, as a working copy:
Value order: TcdB GH inh | Yp Topo-I inh | PrPC TRFRET | PfHsp40 rescue | SARS 3CLpro inh | Anthrax LF prot | BH1578 lux ind | PriA SSB inh | BoNT-A LC inh2
> CCN(C(=O)COC(=O)c1ccco1)c1cccc2ccccc12
 : 1.3 | -1 | 2 | -0.5 | / | -6 | i | -6 | -0.3
> CC(=O)Nc1ccc(NC(=O)C2Cc3c(-c4ccc(Cl)cc4)ccnc3O2)cc1 (stereo unspecified)
 : -0.3 | 10 | -1 | / | / | 4 | -0.8 | / | -0.1
> O=C(COC(=O)C1=COCCO1)Nc1ccccc1
 : -0.8 | 6 | -4 | -0.9 | 2 | -6 | i | 4 | 0.4
> CCOCC(=O)Nc1nnc(C2CCCCC2)s1
 : / | 8 | -6 | -2.1 | -2 | -4 | -0.3 | -5 | -0.6
> COc1ccc2[nH]c(CN3CCN(C(C)C)C(CCO)C3)c(C)c2c1 (stereo unspecified)
 : -2.5 | -10 | -5 | -1.1 | 4 | 0 | -0.3 | 9 | -0.8

Further compounds:
Value order: TcdB GH inh | Yp Topo-I inh | PrPC TRFRET | PfHsp40 rescue | SARS 3CLpro inh | Anthrax LF prot | BH1578 lux ind | PriA SSB inh | BoNT-A LC inh2
> COCCN1C(=O)c2ccccc2C(C(=O)N2CCN(c3ccccc3)CC2)C1c1ccc(F)cc1 (stereo unspecified)
 : / | 20 | -5 | -0.8 | 2 | -9 | i | 6 | -0.2
> Clc1cccc(N=C2NN=C(c3ccc4c(c3)OCCO4)CS2)c1
 : / | -2 | / | 0.3 | 1 | -5 | i | 44* | 0.0
> CN(C)S(=O)(=O)c1ccc2c(c1)c(=O)c(C(=O)NCCCN1CCCCCC1)cn2C
 : 0.7 | 4 | -8 | -1.1 | -6 | 8 | -0.4 | 1 | 1.0
> Cc1cc(Nc2ccc(Br)cc2)n2nc(C)nc2n1
 : 0.9 | -1 | -5 | 0.2 | 3 | 1 | 0.4 | -3 | 0.1
> Cc1ccc(S(=O)(=O)N2CCC(=O)N(C(CO)C(C)C)CC2)cc1 (stereo unspecified)
 : 0.2 | 11 | 4 | -2.0 | -2 | -7 | i | -6 | -0.3
> CCOc1ccccc1Nc1ncnc2ccc(Br)cc12
 : 0.2 | 8 | 9 | 0.9 | 4 | -4 | -0.9 | -4 | -11
> Cc1cc(C(=O)Nc2ccc(Cl)cc2)c(C)n1Cc1cccs1
 : 0.0 | -3 | 7 | 0.1 | -1 | -8 | -0.1 | -3 | -1.7
> CC(C)(C)NC(=O)N1CCC(CO)(Cc2ccccc2Cl)CC1
 : 2.4 | 4 | 6 | 0.0 | 1 | -6 | -0.2 | 1 | -0.2
> CCCc1ccc(OCc2ccc(C(=O)NN)o2)c(OC)c1
 : -0.7 | 15 | 5 | 0.4 | 4 | 14 | i | 3 | -1.0
> Cc1ccc(Cc2cnc(NC(=O)C3CCCO3)s2)cc1 (stereo unspecified)
 : / | 7 | -1 | -1.3 | 4 | -2 | 3.4 | -3 | 0.0
> CNC(=O)C1CC(=O)N(CCc2ccc(C)cc2)C1 (stereo unspecified)
 : -0.9 | -7 | -2 | -1.2 | -2 | 8 | 1.2 | -11 | -2.2

The list is partial; count on the stated rates, not on these rows.
